# OXTR ag: human OXTR agonists, primary screen, fluorescence, CHO-OTR cells, Fluo-8 calcium. 320,000 compounds, 0.32% hits. activation, % at 3 µM. AID 2435, 2010. Fluo-8 calcium fluorescence; normalized: DMSO 0%, oxytocin 100%;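 active = activation above the mean of all tested compounds plus 3 SD, cutoff set per screening run, cut at about 20% in these data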;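 note: peak over basal fluorescence ratio from a 100 s FLIPR kinetic read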
# Target sequence (P30559 whole entry, looked up): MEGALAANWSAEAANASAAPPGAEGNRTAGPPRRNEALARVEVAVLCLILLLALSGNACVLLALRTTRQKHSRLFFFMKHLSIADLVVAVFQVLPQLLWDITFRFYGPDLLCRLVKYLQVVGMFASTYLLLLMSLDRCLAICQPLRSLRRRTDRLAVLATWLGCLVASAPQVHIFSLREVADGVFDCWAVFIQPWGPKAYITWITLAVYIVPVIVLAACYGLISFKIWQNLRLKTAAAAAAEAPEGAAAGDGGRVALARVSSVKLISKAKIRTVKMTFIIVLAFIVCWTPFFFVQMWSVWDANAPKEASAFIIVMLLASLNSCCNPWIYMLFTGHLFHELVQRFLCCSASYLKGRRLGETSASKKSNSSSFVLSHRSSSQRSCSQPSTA
# MEKK2 WT-MEK5: modulators of MEK5 binding to wildtype MEKK2, primary screen, biochemical, multiplex bead flow cytometry, Alexa488-MEK5; binding response (% of control), % at 10 µM; Alexa488-MEK5 binding to MEKK2 WT; actives lie on both sides; 290,000 compounds, 1.1% hits; AID 1531, 2009; Mitogen-activated protein kinase kinase kinase 2 (Homo sapiens), Q9Y2U5; in the data active = binding response below about 67% or above about 130%
# M18AAP inhibitor: PfM18AAP inhibitors, malaria aminopeptidase, primary screen, biochemical, QFRET, recombinant enzyme; M18 aspartyl aminopeptidase (Plasmodium falciparum 3D7); H-Glu-NHMec fluorogenic cleavage; inhibition, % at 7.35 µM; 290,000 compounds, 1.2% hits; AID 1822, 2009;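 active = inhibition above the campaign mean inhibition over all tested compounds plus 3 SD, cut at about 28% in these data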;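 note: 0% = plate median of test compound wells and 100% = 2 mM ZnCl2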
# GalR3 antagonist: GalR3 antagonists in HEK293 cells, primary screen, cell-based, fluorescence readout; HEK293 GalR3-CNG cAMP membrane potential fluorescence; galR3 body fused to GalR1 C-terminus; inhibition, % at 3 µM; 360,000 compounds, 0.44% hits;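 active = inhibition above the screen-wide average plus 3 SD, cut at about 13% in these data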;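 note: forskolin and galanin both at EC90 stimulate the cells; cAMP rise reported by CNG channel membrane potential dye signal; 0% = forskolin plus galanin with DMSO and 100% = forskolin alone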
# Target sequence (O60755 1-299 limits assumed): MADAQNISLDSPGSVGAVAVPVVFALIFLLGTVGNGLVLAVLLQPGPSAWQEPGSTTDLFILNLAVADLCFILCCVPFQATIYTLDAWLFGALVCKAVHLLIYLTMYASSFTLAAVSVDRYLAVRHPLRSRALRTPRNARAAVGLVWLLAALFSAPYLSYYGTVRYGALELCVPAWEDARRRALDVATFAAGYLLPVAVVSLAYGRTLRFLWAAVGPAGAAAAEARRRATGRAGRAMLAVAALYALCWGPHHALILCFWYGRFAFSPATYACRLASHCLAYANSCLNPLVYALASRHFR
# GPR7 antagonist: GPR7 receptor antagonists, primary screen, cell-based, fluorescence, single concentration | inhibition, % at 4.4 µM | GPR7-expressing cells, fluorescence antagonist assay | Neuropeptides B/W receptor type 1 (Homo sapiens), P48145 | 290,000 compounds, 1.1% hits | AID 1861, 2009; in the data active = inhibition above about 16%, passing the limit was not always enough;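 note: cells stimulated with the agonist NPW; 0% = agonist with vehicle and 100% = vehicle without agonist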
# Target sequence (P48145 whole entry, looked up): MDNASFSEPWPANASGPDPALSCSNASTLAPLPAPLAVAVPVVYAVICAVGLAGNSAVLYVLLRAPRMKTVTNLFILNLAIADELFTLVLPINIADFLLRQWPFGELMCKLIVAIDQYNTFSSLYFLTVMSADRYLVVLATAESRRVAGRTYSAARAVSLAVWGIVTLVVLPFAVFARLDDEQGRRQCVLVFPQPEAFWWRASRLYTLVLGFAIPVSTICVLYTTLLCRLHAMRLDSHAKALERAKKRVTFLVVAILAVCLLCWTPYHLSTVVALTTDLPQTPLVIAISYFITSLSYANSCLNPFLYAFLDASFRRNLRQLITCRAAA
# OXTR potentiator: human OXTR potentiators, primary screen, fluorescence, CHO-OTR cells, Fluo-8 calcium; Oxytocin receptor (Homo sapiens), P30559; Fluo-8 calcium fluorescence, potentiator mode; 0% = oxytocin EC15, 100% = EC100; activation, % at 3 µM; 320,000 compounds, 0.061% hits;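 active = activation above that plate's cutoff, the mean activation of tested compounds plus 3 SD, cut at about 6.6% in these data, passing the limit was not always enough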;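 note: 100% uses oxytocin at 75 nM as the full agonist control; some results filed as inactive read as strong as hits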
#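 System: human OTR in CHO cells / Also added: sub-maximal oxytocin, roughly EC15 / Control set: EC15 oxytocin low, 75 nM oxytocin high / Schedule: 6 min compound pre-incubation at room temperature, 100 s kinetic read / Compound: single-point 3.0 µM / Replication: singlicate / Technique: Fluo-8 calcium dye fluorescence / Read-out basis: % activation of max/min ratio relative to oxytocin controls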
# NALP1 yeast inh: NALP1 inflammasome inhibitors in reconstituted yeast, colorimetric, S. cerevisiae, triplicate retest; S. cerevisiae NALP1/ASC/caspase-1 growth, X-gal OD620, 72 h; inhibition, % at 10 µM; 280,000 compounds, 0.61% hits; in the data active = inhibition mostly above about 24%, no sharp cut-off; inactive = mostly below about 32%; note: some compounds called inactive have numbers as strong as hits
# V1aR counter: agonists of human V1a receptor, primary screen, counter-screen for OXTR agonist project, fluorescence, CHO-V1R cells | Vasopressin V1a receptor (Homo sapiens), P37288 | Fluo-8 calcium fluorescence, agonist mode; 0% DMSO, 100% 3 nM vasopressin | activation, % at 3 µM | 320,000 compounds, 0.25% hits | AID 2797, 2010;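 active = activation above the mean activation of all tested compounds plus 3 SD, per screening run, cut at about 20% in these data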;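 note: signal is peak over basal fluorescence ratio across a 100 second FLIPR read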
# MEKK2 mut-MEK5: MEK5 binding signal on mutant MEKK2 PB1, primary screen, biochemical, multiplex bead flow cytometry, Alexa488-MEK5; Alexa488-MEK5 binding to MEKK2 mutant; percent response, % at 10 µM; 290,000 compounds, 0.35% hits; in the data active = percent response above about 24%, passing the limit was not always enough; note: inactives centre near 1; some results filed as inactive read as strong as hits
# The depositor's hits bear a star; / = not tested or not shown; [ ] = remark or other dose.
1	Cc1nnc(SCCn2c(Br)nc3c2c(=O)n(C)c(=O)n3C)s1
2	COc1ccc(NC(=O)NC2CCCCCCC2)cc1
3	O=C(CCN1C(=O)/C(=C\c2ccccc2)SC1=S)NNC(=O)c1ccncc1
4	Cc1ccccc1C(=O)Nc1cccc(-c2ccc3nncn3n2)c1
5	Cc1ccc(CSCC(=O)Nc2ccc(N3CCOCC3)cc2N2CCOCC2)cc1
6	Cc1ccc(-n2c(SCc3nc4ccccc4[nH]3)nnc2-c2ccncc2)cc1
7	Cc1ccc(-c2csc3ncn(-n4c(C)ccc4C)c(=O)c23)o1
8	COc1cc(C(=O)Nc2ccccc2N2CCN(S(C)(=O)=O)CC2)cc(OC)c1OC

Assay by compound	1	2	3	4	5	6	7	8
OXTR ag	1.8	-0.5	10.1	-0.5	0.9	-0.6	-1.8	-0.6
MEKK2 WT-MEK5	89.0	109.0	97.0	81.0	/	97.0	100.0	99.0
M18AAP inhibitor	-3.1	8.2	3.4	-12.9	/	4.0	-68.6	-11.5
GalR3 antagonist	-2.3	-1.9	-7.2	-5.8	-1.3	2.0	-4.8	-1.1
GPR7 antagonist	-13.0	-9.1	-5.2	-5.9	/	-3.5	7.0	-9.1
OXTR potentiator	6.1	-5.1	-8.0	-8.0	-6.7	2.3	4.0	-11.5
NALP1 yeast inh	40.4	8.3	9.0	12.3	/	20.2	6.1	/
V1aR counter	-0.3	2.9	9.2	0.6	0.5	-0.5	-0.6	0.8
MEKK2 mut-MEK5	-5.0	8.0	-1.0	-9.0	/	-1.0	-1.0	1.0

9	COc1ccc(Cn2nnnc2CN(Cc2cc3ccc(C)cc3[nH]c2=O)C2CCCC2)cc1
10	O=C(NCCNC(=O)c1ccco1)c1ccc(Cl)c(Cl)c1
11	Cn1cccc1-c1cc(C(=O)N/N=C/c2ccc([N+](=O)[O-])cc2)[nH]n1
12	O=C(CSc1ncn[nH]1)Nc1ccc(Br)cc1F
13	CC1(C)CC(=O)N(c2ccc(Cl)cc2Cl)C(=O)C1
14	CN(c1ccc(C(=O)NCC2CCCO2)cc1)S(C)(=O)=O (configuration not stated)
15	COc1ccc(-c2c[n+](CC(=O)N3c4ccccc4Sc4ccccc43)c3n2CCC3)cc1
16	COc1ccc(C2C(C(N)=O)=C(C)Nc3nc(-c4ccccc4)nn32)cc1OC (configuration not stated)

Assay by compound	9	10	11	12	13	14	15	16
OXTR ag	-0.8	0.9	3.6	0.0	-0.6	0.2	-0.9	0.2
MEKK2 WT-MEK5	84.0	91.0	94.0	101.0	117.0	104.0	123.0	98.0
M18AAP inhibitor	2.0	-3.2	14.7	18.8	-0.2	-16.7	-0.1	6.4
GalR3 antagonist	-4.1	-7.7	-4.0	-3.0	-7.8	0.7	-1.1	0.0
GPR7 antagonist	1.2	-3.5	-3.9	11.0	0.8	-10.8	-17.3	-3.2
OXTR potentiator	-7.6	-0.4	-8.5	-4.0	-13.1	3.1	2.2	-1.0
NALP1 yeast inh	-2.7	25.1	27.1	17.6	-4.3	10.9	5.0	-2.5
V1aR counter	0.1	0.9	5.0	0.4	2.0	0.2	-0.6	0.1
MEKK2 mut-MEK5	-4.0	-9.0	-14.0	1.0	14.0	6.0	16.0	-2.0

17	Oc1ccc2nc(Cc3ccccc3)[nH]c2c1
18	Cc1nc2cc(NC(=O)N3c4ccccc4CC3C)ccc2n1C (configuration not stated)
19	COCCCNC(=O)CCn1nc(-c2ccc(Cl)cc2)ccc1=O
20	Cc1ccccc1-n1c(SCc2c(C)noc2C)nnc1-c1c[nH]c2ccccc12
21	CCOC(=O)C(Cc1ccccc1)NC(=O)CNC(=O)CNC(=O)OCc1ccccc1 (configuration not stated)
22	Cc1cc(NC(=O)CSc2nnnn2-c2ccc(C)c(C)c2)no1
23	N#CCC(=O)Nc1ccc(C(=O)OCC(=O)NC(=O)Cc2ccccc2)cc1
24	COc1ccc(/C=C/S(=O)(=O)NCc2ccccc2)cc1OC

Assay by compound	17	18	19	20	21	22	23	24
OXTR ag	-0.8	0.0	-2.0	-0.2	-0.9	-1.1	0.9	-1.3
MEKK2 WT-MEK5	98.0	103.0	114.0	102.0	100.0	99.0	/	99.0
M18AAP inhibitor	1.3	-4.2	-2.6	-3.5	-6.5	3.6	/	4.0
GalR3 antagonist	-5.3	-0.7	-11.0	2.5	-10.8	-4.0	-3.8	-5.5
GPR7 antagonist	-1.6	-3.8	0.7	-6.1	-10.2	-16.0	/	2.3
OXTR potentiator	-5.0	-7.8	-0.7	-13.0	-7.0	-13.6	-9.9	-0.2
NALP1 yeast inh	-4.3	24.4	2.5	5.7	30.6	-2.6	/	-2.6
V1aR counter	-0.2	0.0	0.5	2.0	0.9	0.4	0.9	-0.3
MEKK2 mut-MEK5	-1.0	2.0	7.0	2.0	1.0	-3.0	/	-1.0

25	Cn1c(=O)c2c(nc(CN3CCN(c4ccc(F)cc4)CC3)n2CCN2CCOCC2)n(C)c1=O
26	CCOc1ccc(CC(=O)NNC(=S)Nc2ccc(OC)c(OC)c2)cc1
27	CCN(CC)CCNC(=O)CS(=O)Cc1nc(-c2ccccc2Cl)oc1C (configuration not stated)
28	O=C(CC1C(=O)NCCN1CCCc1ccccc1)NCCc1ccccc1Cl (configuration not stated)
29	COc1cccc(C2=NOC(C(=O)N3CCOCC3)C2)c1 (configuration not stated)
30	COc1ccc(CCNC(=O)c2ccc(CNS(=O)(=O)c3ccccc3)cc2)cc1OC
31	Cc1cnc(C(=O)NC2CCSc3ccccc32)cn1 (configuration not stated)
32	COc1cccc(C(=O)COC(=O)C2CC3CCCC(C2)C3=O)c1 (configuration not stated)

Assay by compound	25	26	27	28	29	30	31	32
OXTR ag	0.4	-0.1	-0.2	2.6	0.6	1.6	0.0	-0.1
MEKK2 WT-MEK5	102.0	99.0	99.0	126.0	100.0	93.0	97.0	/
M18AAP inhibitor	-16.6	12.1	-4.2	15.6	1.0	-2.3	-4.4	/
GalR3 antagonist	-1.0	-3.2	-0.5	-6.2	-5.8	-4.0	-0.6	2.1
GPR7 antagonist	-1.2	-3.3	-12.2	-11.6	0.2	9.5	-15.9	/
OXTR potentiator	-0.4	2.1	0.0	-5.7	-0.1	2.4	2.1	-8.2
NALP1 yeast inh	24.9	8.9	8.4	-4.8	-7.0	16.8	7.4	/
V1aR counter	-0.6	0.0	0.2	7.8	1.1	1.7	0.8	0.8
MEKK2 mut-MEK5	1.0	3.0	-4.0	31.0*	4.0	-3.0	2.0	/

# Part of the list above, with each value named.
14. CN(c1ccc(C(=O)NCC2CCCO2)cc1)S(C)(=O)=O (configuration not stated)
  OXTR ag = 0.2 | MEKK2 WT-MEK5 = 104.0 | M18AAP inhibitor = -16.7 | GalR3 antagonist = 0.7 | GPR7 antagonist = -10.8 | OXTR potentiator = 3.1 | NALP1 yeast inh = 10.9 | V1aR counter = 0.2 | MEKK2 mut-MEK5 = 6.0

15. COc1ccc(-c2c[n+](CC(=O)N3c4ccccc4Sc4ccccc43)c3n2CCC3)cc1
  OXTR ag = -0.9 | MEKK2 WT-MEK5 = 123.0 | M18AAP inhibitor = -0.1 | GalR3 antagonist = -1.1 | GPR7 antagonist = -17.3 | OXTR potentiator = 2.2 | NALP1 yeast inh = 5.0 | V1aR counter = -0.6 | MEKK2 mut-MEK5 = 16.0

16. COc1ccc(C2C(C(N)=O)=C(C)Nc3nc(-c4ccccc4)nn32)cc1OC (configuration not stated)
  OXTR ag = 0.2 | MEKK2 WT-MEK5 = 98.0 | M18AAP inhibitor = 6.4 | GalR3 antagonist = 0.0 | GPR7 antagonist = -3.2 | OXTR potentiator = -1.0 | NALP1 yeast inh = -2.5 | V1aR counter = 0.1 | MEKK2 mut-MEK5 = -2.0

# The list goes on:
33	Cc1sc2nc(C(C)C)nc(SCC(=O)NCc3ccco3)c2c1C
34	CC(C(=O)N(C)C1CCS(=O)(=O)C1)N1C(=O)/C(=C/c2ccco2)SC1=S (configuration not stated)
35	Cc1ccc(C(=O)N2CCN(c3ncnc4c(C)csc34)CC2)cc1
36	CCCC1=Nc2cc(C(=O)NCCCN3CCN(C)CC3)ccc2Sc2ccccc21
37	Cc1c(Nc2nc3ccccc3nc2NS(=O)(=O)c2cccc(Cl)c2)c(=O)n(-c2ccccc2)n1C
38	CC1C(=O)N(Cc2cccc(F)c2)c2ccccc2N1C(=O)c1ccccc1 (configuration not stated)
39	O=C(NCc1ccco1)c1cc(-c2ccccn2)nc2ccccc12
40	CCOc1ccccc1N(C(=O)c1snc(C(N)=O)c1N)C(C(=O)NCCC(C)C)c1ccco1 (configuration not stated)

Assay by compound	33	34	35	36	37	38	39	40
OXTR ag	-1.6	0.6	8.1	1.1	-1.3	1.2	-0.2	-0.5
MEKK2 WT-MEK5	-6.0*[inhibitor]	98.0	83.0	120.0	100.0	107.0	101.0	99.0
M18AAP inhibitor	-2.3	31.1*	-4.0	1.8	-5.6	-13.3	-13.9	5.3
GalR3 antagonist	-3.4	-6.6	0.2	-3.4	-8.6	-8.9	-1.8	/
GPR7 antagonist	-3.1	-12.5	-2.4	2.2	3.8	-7.7	-3.0	2.9
OXTR potentiator	-3.9	-6.5	-15.8	-4.3	-0.1	-21.0	-3.4	1.4
NALP1 yeast inh	-4.0	-17.1	12.8	14.1	21.3	6.2	9.4	9.4
V1aR counter	-1.2	0.9	13.0	0.8	0.6	0.8	-0.4	-1.0
MEKK2 mut-MEK5	-40.0	-1.0	-23.0	15.0	1.0	-2.0	2.0	-3.0

41	Cc1oc2nc(SCC(=O)NC3CCCCC3)nc(N)c2c1C
42	O=C(O)c1cccc(S(=O)(=O)Nc2ccc(Oc3ccccc3)cc2)c1
43	Cc1sc2ncn3ncnc3c2c1C
44	CCCn1c(-c2ccc[nH]c2=O)nc2ccccc21
45	C/C(=N\NC(=O)Cc1cccn1C)c1cccs1
46	COc1ccc(N2CCN(C(=O)c3ccccc3Br)CC2)c([N+](=O)[O-])c1
47	COC(=O)[C@H](Cc1ccccc1)NC(=O)NCCc1ccc(OC)cc1
48	CCCSc1nc2c(c(=O)[nH]c(=O)n2C)n1C

Assay by compound	41	42	43	44	45	46	47	48
OXTR ag	-0.6	1.4	-0.4	0.0	0.3	7.0	0.5	-0.5
MEKK2 WT-MEK5	115.0	/	108.0	95.0	102.0	104.0	107.0	104.0
M18AAP inhibitor	-1.4	/	-13.6	0.8	6.2	-3.5	-2.0	5.3
GalR3 antagonist	-3.2	-4.8	-5.5	-6.2	-2.7	-4.0	-6.9	-4.0
GPR7 antagonist	-2.9	/	-12.2	-15.8	-7.9	7.2	5.0	-9.3
OXTR potentiator	-13.3	1.4	-6.7	-12.6	-3.9	-6.1	-1.4	3.5
NALP1 yeast inh	/	/	-4.2	-4.0	12.1	6.2	24.6	2.6
V1aR counter	-0.7	0.3	0.6	0.4	-0.5	7.0	1.9	0.5
MEKK2 mut-MEK5	11.0	/	0.0	-2.0	0.0	2.0	9.0	5.0
